# Screening data as filed in PubChem BioAssay.
# FadD28 FP inh: inhibitors of Mycobacterium tuberculosis FadD28 bisubstrate binding; FadD28 bisubstrate probe binding, fluorescence polarization; inhibition, % at 12.5 µM; hit rate 0.22% among 360,000; AID 588549; in the data active means inhibition above about 8.5%, passing the limit was not always enough; inconclusive means no clear call, values can overlap the other calls
# DUSP3 inh: blocks human VHR1 dual specificity phosphatase. P51452. recombinant VHR phosphatase, pNPP absorbance. inhibition, % at 13.3 µM. hit rate 0.52% among 290,000. AID 1654; in the data active means inhibition above about 50%; further: some compounds called inactive have numbers as strong as hits
# Target sequence (P51452 whole entry, looked up): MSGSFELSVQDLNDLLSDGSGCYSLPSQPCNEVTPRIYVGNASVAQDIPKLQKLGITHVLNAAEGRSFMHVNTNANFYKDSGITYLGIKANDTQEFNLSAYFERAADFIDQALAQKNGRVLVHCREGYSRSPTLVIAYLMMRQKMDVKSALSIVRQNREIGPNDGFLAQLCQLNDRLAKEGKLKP
# MazF activator: activators of E. coli MazEF toxin-antitoxin RNase; FAM/BHQ RNA-DNA oligo cleavage fluorescence, 5 h; P0AE70; AID 504720; hit rate 0.32% among 350,000; activation, % at 20 µM; in the data active means activation above about 50%
# Target sequence (P0AE70 whole entry, looked up): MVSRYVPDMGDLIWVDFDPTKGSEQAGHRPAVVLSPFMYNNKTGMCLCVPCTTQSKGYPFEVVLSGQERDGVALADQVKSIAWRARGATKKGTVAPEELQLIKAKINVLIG
# FBA Mtb inh: Mtb fructose-bisphosphate aldolase inhibition. P9WQA3. purified M. tuberculosis FBA, fluorescence read-out. inhibition, % at 1 µM. hit rate 2.3% among 360,000. AID 588726; in the data active means inhibition above about 27%;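 further: 0% = vehicle and 100% = reference inhibitor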
# Target sequence (P9WQA3 whole entry, looked up): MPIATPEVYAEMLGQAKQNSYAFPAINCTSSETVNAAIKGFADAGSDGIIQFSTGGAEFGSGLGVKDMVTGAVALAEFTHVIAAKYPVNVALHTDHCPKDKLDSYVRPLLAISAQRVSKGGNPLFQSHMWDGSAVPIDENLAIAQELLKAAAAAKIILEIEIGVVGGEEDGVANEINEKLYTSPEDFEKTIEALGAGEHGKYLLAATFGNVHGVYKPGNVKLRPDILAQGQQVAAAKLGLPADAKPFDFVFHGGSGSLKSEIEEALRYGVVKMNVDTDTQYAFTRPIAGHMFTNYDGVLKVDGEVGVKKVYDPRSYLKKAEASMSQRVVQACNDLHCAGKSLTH
# GDH-TPI counter: inhibits GDH-TPI coupling enzymes, artifact for Mtb FBA screen; GDH-TPI coupled enzyme counterscreen, NADH absorbance; inhibition, % at 4.8 µM; hit rate 1.2% among 360,000;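 further: 0% = DMSO wells and 100% = wells lacking the enzyme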
# Rv3671c protease: inhibitors of M. tuberculosis serine protease Rv3671c; P9WHR9; inhibition, % at 5.96 µM; hit rate 0.048% among 320,000; in the data active means inhibition above about 38%;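 further: extracellular domain of Rv3671c used as enzyme; 0% = enzyme with DMSO and 100% = no enzyme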
# Target sequence (P9WHR9 whole entry, looked up, the tested form may be a part): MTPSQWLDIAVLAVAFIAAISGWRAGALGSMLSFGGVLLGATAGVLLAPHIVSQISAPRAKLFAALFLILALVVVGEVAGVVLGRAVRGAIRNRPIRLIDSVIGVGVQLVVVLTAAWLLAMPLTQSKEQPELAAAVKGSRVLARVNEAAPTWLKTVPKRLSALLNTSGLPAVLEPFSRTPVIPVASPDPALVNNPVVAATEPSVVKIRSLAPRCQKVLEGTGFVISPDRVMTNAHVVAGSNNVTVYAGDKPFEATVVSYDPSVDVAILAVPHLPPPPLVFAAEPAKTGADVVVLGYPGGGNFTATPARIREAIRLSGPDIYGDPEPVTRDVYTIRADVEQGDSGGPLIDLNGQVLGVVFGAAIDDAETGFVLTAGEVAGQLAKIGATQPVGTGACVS
# BioA inh: BioA (M. tuberculosis) enzyme inhibition | purified M. tuberculosis BioA enzyme, plate reader | inhibition, % at 9.99 µM | hit rate 0.096% among 360,000; in the data active means inhibition above about 40%; inconclusive means no clear call, values can overlap the other calls
# Mtb UGM inh: blocks M. tuberculosis UGM enzyme | hit rate 0.06% among 320,000 | purified UGM, fluorescence polarization probe displacement | inhibition, % at 10 µM; in the data active means inhibition above about 10%, passing the limit was not always enough; inconclusive means no clear call, values can overlap the other calls
# CCHF vOTU inh: CCHFV vOTU protease inhibition. Pep-AMC fluorescence. AID 651958. inhibition, % at 11.5 µM. hit rate 0.55% among 370,000; further: 0% = vehicle wells with enzyme and 100% = no enzyme wells
# BoNT F protease: BoNT F light chain protease inhibition. AID 588497. hit rate 0.22% among 360,000. Multiplex microsphere protease cleavage assay, flow cytometry. inhibition, % at 10 µM; in the data active means inhibition above about 35%, passing the limit was not always enough; inconclusive means no clear call, values can overlap the other calls; further: plate controls were buffer without enzyme for full effect and enzyme alone for no effect
# An asterisk follows results filed as active; ? = inconclusive; . = not tested or not shown; & = joins results of further samples. Unless noted, no stated cut-off is given here; in the data, active means inhibition above about 30%; inactive means the rest.
SMILES,FadD28 FP inh,DUSP3 inh,MazF activator,FBA Mtb inh,GDH-TPI counter,Rv3671c protease,BioA inh,Mtb UGM inh,CCHF vOTU inh,BoNT F protease
c1ccc(Cn2nnc3c(NCC4CC4)ncnc32)cc1,-5.1,.,6,0,-11,.,0.5,.,-1,-3
COc1cc(OC)cc(C(=O)N[C@H](C(=O)OCC(=O)Nc2ccc(C)cc2C)C(C)C)c1,-2.8,10,0,-1,6,-1,-0.5,-1.9,12,-1
CC(C)(C)C(=O)COC(=O)C1CC(=O)N(c2ccccc2)C1 (configuration not stated),0.2,16,8,1,-2,2,-1.6,4.6,-7,-3
COC(=O)[C@H](Cc1ccccc1)NC(=O)NCc1cccs1,-1.4,6,12,0,10,-9,-0.6,4.1,2,14
CCCCC(=O)Nc1cc([N+](=O)[O-])ccc1Cl,?,-1,-2,5,-5,0,.,-2.2,11,-5
N#Cc1c(N)nc2c(c1N)CC(CCl)O2 (configuration not stated),-2.5,11,6,-1,-2,-4,.,-1.1,-14,-4
Cc1csc(NC(=O)CSc2ncc(-c3ccccc3)[nH]2)n1,0.0,-4,2,0,5,12,3.4,1.2,-18,-4
CC1CCN(C(=O)CSc2nnc(CNC(=O)c3ccc(S(=O)(=O)N(C)C)cc3)o2)CC1,-0.1,24,1,0,2,2,-0.1,-0.1,4,2
COc1ccc(CCNC(=O)c2cc(S(=O)(=O)N3CCOCC3)ccc2N2CCCC2)cc1OC,-2.9,.,8,-2,2,4,0.5,2.3,-5,2
CCOc1ccc(C(C)=O)cc1COc1cccnc1[N+](=O)[O-],-11,-19,5,0,2,6,-0.2,3.6,3,11
COc1ccccc1NCc1ccc([N+](=O)[O-])s1,1.4,-7,7,1,11,3,4.1,-1.7,5,-8
CCOc1ccc(N2CC(C(=O)NCc3cccc(C)c3)CC2=O)cc1 (configuration not stated),-0.6,19,-1,-4,3,0,0.0,0.1,-1,-15
COc1ccc(CNc2nc(NCc3ccc(OC)c(OC)c3)n(C(=O)c3cccs3)n2)cc1OC,0.3,11,-1,5,16,-11,0.9,0.6,-15,0
COc1ccc(NC(=O)CSc2nc3sc(C)cc3c(=O)n2C)cc1,-0.8,13,16,-1,-1,-6,0.7,0.9,10,-3
Cc1ccc(S(=O)(=O)N2CCN(C(=O)COC(=O)c3ccc(Cl)c(S(N)(=O)=O)c3)CC2)c(C)c1,-1.0,.,-2,3,-1,.,-1.8,.,5,-5
COC(=O)[C@@H]1C[C@]2(C(=O)O)c3ccccc3N(OOSc3ccccc3)[C@@H]2N1C(=O)OC,-5.6,.,1,-2,3,8,-1.5,0.2,13,-5
Cc1ccc(-c2nnc(-c3ccccc3)o2)cc1,1.0,9,11,6,4,1,-1.6,-3.8,9,-12
O=C(c1cccs1)N1C[C@H](O)[C@@H](n2cc(C3CC3)nn2)C[C@@H]1c1ccccc1,-1.3,.,-10,2,7,.,0.8,.,30*,1
CCN(CC)C(=O)COc1coc(CN2CCN(c3ccccc3)CC2)cc1=O,-1.3,-6,-9,2,6,8,-1.7,4.1,-10,6
COC(=O)c1cc(NC(=O)Cc2cc(OC)c(OC)c(OC)c2)cc(C(=O)OC)c1,-2.7,43,-4,7,0,-2,1.6,0.9,-2,-8
C/C(CC(=O)NC(C)(C)C)=N\NC(=O)c1ccco1,-0.6,-4,0,1,-2,-6,.,3.6,7,5
Cc1ccc(C(=O)Nc2ccc(NC(=O)c3ccc(C)o3)cc2)o1,.,24,13,3,11,-8,.,2.0,16,0
Brc1ccccc1CN1CCN(Cc2c[nH]c3ccccc23)CC1,.,.,13,.,.,-7,.,-0.4,2,.
CC12CCC(C)(O1)C1C(=O)N(c3nccs3)C(=O)C12 (configuration not stated),-2.7,.,2,0,9,.,-0.6,.,4,1
COc1ccc(C(C)(C)C)cc1NC(=O)COC(=O)C(C)C,0.3,7,4,-1,-3,7,.,0.1,10,0

# Full records from above.
# COC(=O)[C@H](Cc1ccccc1)NC(=O)NCc1cccs1 in the list: FadD28 FP inh: -1.4; DUSP3 inh: 6; MazF activator: 12; FBA Mtb inh: 0; GDH-TPI counter: 10; Rv3671c protease: -9; BioA inh: -0.6; Mtb UGM inh: 4.1; CCHF vOTU inh: 2; BoNT F protease: 14
# N#Cc1c(N)nc2c(c1N)CC(CCl)O2 (configuration not stated) in the list: FadD28 FP inh: -2.5; DUSP3 inh: 11; MazF activator: 6; FBA Mtb inh: -1; GDH-TPI counter: -2; Rv3671c protease: -4; BioA inh: .; Mtb UGM inh: -1.1; CCHF vOTU inh: -14; BoNT F protease: -4

# The main list resumes, starting 3 compounds before the break.
SMILES,FadD28 FP inh,DUSP3 inh,MazF activator,FBA Mtb inh,GDH-TPI counter,Rv3671c protease,BioA inh,Mtb UGM inh,CCHF vOTU inh,BoNT F protease
Brc1ccccc1CN1CCN(Cc2c[nH]c3ccccc23)CC1,.,.,13,.,.,-7,.,-0.4,2,.
CC12CCC(C)(O1)C1C(=O)N(c3nccs3)C(=O)C12 (configuration not stated),-2.7,.,2,0,9,.,-0.6,.,4,1
COc1ccc(C(C)(C)C)cc1NC(=O)COC(=O)C(C)C,0.3,7,4,-1,-3,7,.,0.1,10,0
O=S(=O)(c1ccc(Cl)cc1)N1CCCC(C(F)(F)F)C1 (configuration not stated),-0.2,17,2,0,-2,-8,0.0,-0.2,5,4
O=C(CS(=O)(=O)c1ccccc1)c1cc2ccccc2oc1=O,0.4,21,4,0,8,4,-2.4,1.2,.,-4
O=C(CCCc1nc2ccccc2s1)Nc1ccc(N2CCOCC2)cc1,-4.3,32,6,0,-1,1,.,-0.4,-1,-4
O=C1CCc2cc(S(=O)(=O)Nc3ccc(F)cc3)cc3c2N1CC3,-3.3,.,-1,1,-4,2,0.6,2.2,0,0
COc1cccc(-c2nc(CS(=O)CC(=O)NCCc3ccc(C)cc3)c(C)o2)c1 (configuration not stated),-0.5,-2,6,-2,3,-3,-0.6,0.1,15,8
C=CCOn1c(=O)c(-c2ccc(Cl)cc2)[n+]([O-])c2ccccc21,-2.1,-16,-3,0,0,.,.,.,-6,-16
CC(NC(=O)/C(=C\c1cccc([N+](=O)[O-])c1)NC(=O)c1ccco1)C(=O)O (configuration not stated),0.7,12,9,0,12,10,1.1,2.4,-6,-16
CCOc1ccc(S(=O)(=O)Nc2ccc(S(=O)(=O)Nc3cc(OC)ccc3OC)cc2)cc1,-2.7,20,3,3,7,-4,1.1,2.9,1,-15
O=C(C(c1ccccc1)c1ccccc1)N1CCOCC1,-3.8,2,-4,1,5,-7,1.0,-1.3,1,-12
CC1=C(C(=O)OCc2ccccc2)C(c2ccc(C#N)cc2)NC(=O)N1CCCC(=O)O (configuration not stated),-0.6,12,2,-2,4,6,-1.5,-0.9,12,-4
CCCCCCSc1cc(-c2nc3ccc(Cl)cn3c2NC2CCCCC2)ccc1OC,-4.0,.,-10,2,-9,-1,-1.6,0.2,4,6
O=C(O)c1ccccc1C(=O)NCCCn1ccnc1,-4.0,0,2,0,0,4,0.2,-0.5,-2,?
N/C(Cc1nc(-c2ccc(Br)cc2)cs1)=N\O,-3.1,-17,-5,-1,4,-2,.,-0.3,-6,-8
COc1ccc(-n2nc(C(=O)NCC(=O)NCCCN3CC(C)CC(C)C3)c3ccccc3c2=O)cc1 (configuration not stated),0.8,47,12,-2,-5,-8,-1.2,-1.0,-13,-8
C=C1C(=O)OC2CC1C(OC(C)=O)CC(C)=CCCC(C)=CCCC2(C)O (configuration not stated),-1.1,.,.,-1,3,.,0.3,.,-5,-11
CS(=O)(=O)N(CC(=O)Nc1ccc(Br)cc1)C1CCCCC1,-5.9,30,-11,-1,3,-7,0.7,-1.1,12,?
COc1ccc(-c2oc3c(OC)c(OC)c(OC)c(O)c3c(=O)c2OC)cc1OC,0.1,3,2,-2,13,3,0.2,-1.0,3,11
CCN(Cc1nc(-c2ccc(Cl)cc2)no1)CC1CCCO1 (configuration not stated),-5.0,13,-4,6,-4,0,0.4,-1.8,-13,-5
Cn1cccc1Cc1nnc(SCC(=O)NCc2ccco2)n1CCc1ccccc1,-3.0,-8,-7,2,12,-5,-2.7,-1.1,4,2
CC(/C=C/C=C/c1ccccc1)=N/NC(=O)CNc1ccccc1C,-1.8,-14,2,1,15,6,-0.7,-1.6,-6,10
COC(=O)CCCN=C1SCCN1Cc1ccccc1,-0.4,-9,6,2,-2,-9,0.8,0.7,-10,-18
CSC1=C(C#N)C(c2sccc2C)CC(=O)N1 (configuration not stated),-2.2,22,-1,3,3,-9,.,-0.6,-7,-4
Cc1ccc(OCC(=O)O/N=C(\N)Cc2ccc([N+](=O)[O-])cc2)cc1C,-2.0,18,-3,-2,-4,1,-0.1,2.4,13,?
CS(=O)(=O)c1ccc(C(=O)NCc2ccccc2F)cc1,-4.0,33,2,3,5,2,3.1,0.1,-2,-6
CCOc1ccc(N2C(=O)CC(N3CCC(NC(=O)Nc4ccccc4)CC3)C2=O)cc1 (configuration not stated),-1.3,14,0,-1,2,2,8.5,1.0,-1,17
SMILES,FadD28 FP inh,DUSP3 inh,MazF activator,FBA Mtb inh,GDH-TPI counter,Rv3671c protease,BioA inh,Mtb UGM inh,CCHF vOTU inh,BoNT F protease
COc1ccc(/C(C)=N/Nc2nc3ccccc3n3cnnc23)cc1OC,.,10,-10,.,.,2,.,-4.1,-5,.
COC(=O)c1cc(C(=O)Nc2cccc(C)n2)cc([N+](=O)[O-])c1,-1.0,10,6,1,7,7,0.6,-1.8,11,-6
O=C1CC(c2ccco2)CC(O)=C1C=NCC1CCNCC1 (configuration not stated),-0.2,5,-8,5,7,2,-2.1,0.4,-1,-22
COc1cc(CNn2cn[nH]c2=S)cc(Br)c1OCc1ccccc1F,-0.9,11,0,2,4,-7,.,2.0,19,-4
CC(C)(C)n1cc(C(=O)c2ccccc2OCCCF)cn1,0.4,.,5,5,9,-4,0.0,-0.2,-4,16
OCCNCCCCOc1ccc(F)cc1,-1.2,32,1,1,1,-4,-0.6,2.7,4,-8
O=C(Nc1ccc2c(c1)OCO2)C1CCN(S(=O)(=O)c2cccs2)CC1,-1.1,22,-5,-1,4,9,13,5.2,1,-15
CS(=O)(=O)N1CCc2cc(C(=O)O)ccc21,-3.3,-4,3,-2,-14,-3,-0.3,-1.7,15,-8
Cc1cc(C)nc(SCc2nc3nc(C)cc(C)n3c2Br)n1,-1.7,11,0,30*,-4,5,2.4,-1.6,-13,-11
C[C@H]1CN([C@@H](C)CO)S(=O)(=O)c2ccc(C#Cc3cccnc3)cc2O[C@@H]1CN(C)C(=O)Nc1ccc2c(c1)OCO2,-3.4,.,0,1,-11,.,2.6&4.0&3.4,.,4,-18
O=C(C[n+]1ccn(CCCNP2(=O)C=C(c3ccccc3)OC(c3ccccc3)=C2)c1)c1cccs1,-3.0,49,17,1,-1,6,.,0.9,6,2
COc1ccc(N=C(C)C2=C(O)c3ccccc3C2=O)cc1,1.4,-10,-9,2,36*,-8,-1.8,-2.2,-15,5
O=C(Nc1ccc(Cl)cn1)c1cc2c(s1)-c1ccccc1OC2,-2.2,-5,-21,47*,11,-15,-0.4,1.6,-23,-4
CC(C)(C)NC(=O)C(Cc1ccccc1)NS(=O)(=O)c1ccc2c(c1)CCC(=O)N2 (configuration not stated),-3.0,14,-1,1,6,0,0.2,-1.1,3,-5
O=C(CCSCCc1ccccn1)Nc1c(F)cc(F)cc1Br,0.2,-2,5,4,9,5,-3.2,1.3,6,1
N#CC1=C2SCN(Cc3ccco3)CN2C(=O)CC1c1c(F)cccc1Cl (configuration not stated),-0.5,-6,6,1,5,3,-1.8,2.4,12,3
Cc1ccc(S(=O)(=O)NCC(=O)N(CC(=O)NCc2ccco2)C2CCCC2)cc1,-0.9,2,3,-4,17,-10,-0.8,-1.9,-8,-15
CN(C(=O)c1cccc(NC(=O)Cc2ccc(NC(=O)C3CCCN(C(=O)C4CCCCC4)C3)cc2)c1)C1CC1 (configuration not stated),-3.0,.,-5,-3,-1,.,1.6,.,-9,-7

# Compounds as they come. Share with any hit: about 4.9%.
